XIAP antagonists: XIAP antagonists, biochemical, IAP family, fluorescence polarization (AID 1018). XIAP BIR domain, fluorescence polarization peptide displacement; higher % means a stronger effect. displacement, % at 20 µM, or IC50 in µM where a hit was titrated. 200,000 tested, 0.007% active; in the data active means displacement above about 50%; further: a part of the inactive calls stands beside numbers as strong as those of hits
LYP phosphatase: inhibitors of LYP phosphatase, biochemical, fluorescence intensity, uHTS (AID 1779). 290,000 tested, 0.054% active. inhibition, % at 11.5 µM; hits with a dose series show IC50 in µM. recombinant LYP phosphatase, fluorescence intensity; higher % means a stronger effect;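 further: plate controls were vehicle with enzyme for no effect and no enzyme for full effect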
Dynein cargo inh: dynein cargo transport inhibition | 3617.4 mouse cells, GR-EGFP nuclear translocation imaging; test concentration mostly 20 µM; stimulated with dexamethasone, 1 µM; hits give low values | z-score, hits read low | 220,000 tested, 0.47% active;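 active means plate z-score of nuclear minus cytoplasmic receptor signal below a set negative limit, without overly bright fluorescence or cell loss, cut at about -3.5 in these data, passing the limit was not always enough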;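 further: z-score of nuclear minus cytoplasmic ring GR-EGFP intensity difference per well; some compounds called inactive have numbers as strong as hits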
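Buffer or medium: tetracycline-free induction medium containing charcoal-stripped FBS / Reagent: dexamethasone agonist, 1.0 µM final, for 30 min / Technique: automated 10x imaging of fixed Hoechst-stained cells / Times: induction 48 h, compound 1 h, agonist 30 min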
AID2073: disruptors of CaV2.2 binding to Mint1 – biochemical, HTRF (AID 2073) | HTRF protein-protein interaction, Mint1-CaV2.2; higher % means a stronger effect | 290,000 tested, 0.19% active | one-dose inhibition, % at 20 µM; IC50 in µM for titrated hits; in the data active means inhibition mostly above about 51%, no sharp cut-off; inconclusive means no clear call, values can overlap the other calls; inactive means mostly below about 53%; further: some results filed as inactive read as strong as hits
PMI inhibitors: MPI enzyme activity inhibition – biochemical, fluorescence intensity, coupled assay, primary screen (AID 1209). purified PMI enzyme, coupled fluorescence intensity; higher % means a stronger effect. one-dose inhibition, % at 20 µM; IC50 in µM for titrated hits. 190,000 tested, 0.42% active;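 further: plate controls were DMSO vehicle for no effect and wells lacking substrate for full effect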
Siah-1 displacement: Siah-1 peptide-binding antagonists, primary screen, biochemical, fluorescence polarization, rhodamine-plectin, uHTS (AID 1817); Siah-1 / rhodamine-plectin peptide fluorescence polarization; higher % means a stronger effect; displacement, % at 20 µM; hits with a dose series show IC50 in µM; 290,000 tested, 0.02% active;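 active means displacement of at least 50% at 20 µM, with a fluorescence ratio check between 0.3 and a set limit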;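 further: plate controls were Siah plus tracer with DMSO for no effect and tracer alone without Siah for full effect; strong numbers were not always called active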
M1AAP inhibition: malaria alanyl aminopeptidase activity blockers – biochemical, fluorogenic H-Leu-NHMec substrate, 1536-well (AID 1445) | recombinant M1AAP, H-Leu-NHMec fluorogenic kinetic assay; higher % means a stronger effect | inhibition, % at 30 µM; hits with a dose series show IC50 in µM | 220,000 tested, 0.42% active;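 active means primary inhibition above the hit cutoff, then over 50% inhibition at one or more dose response concentrations, cut at about 23% in these data, passing the limit was not always enough; inconclusive means conflicting primary data, or primary hits not chosen for dose response; inactive means low primary inhibition, or under 50% at every dose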;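 further: plate controls were DMSO full reaction for no effect and no enzyme background for full effect; strong numbers were not always called active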
human PMI inhibitors: human PMI inhibitors, high substrate, primary screen, biochemical, fluorescence intensity, high mannose 6-phosphate (AID 1220). recombinant PMI enzyme, coupled fluorescence intensity; higher % means a stronger effect. inhibition, % at 20 µM; hits with a dose series show IC50 in µM. 190,000 tested, 0.66% active
P. falciparum M17LAP: P. falciparum M17LAP inhibitors, primary screen, biochemical, fluorogenic H-Leu-NHMec substrate, 1536-well (AID 1619) | inhibition, % at 30 µM, or IC50 in µM where a hit was titrated | 220,000 tested, 0.38% active | recombinant M17LAP, H-Leu-NHMec fluorogenic kinetic assay; higher % means a stronger effect;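 active means compound inhibiting the enzyme by more than half at any dose during confirmatory dose-response retesting; inconclusive means strong single-dose inhibitors picked by rank but not retested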;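 further: plate controls were full reaction with DMSO carrier for no effect and no enzyme background for full effect; strong numbers were not always called active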
Dynein cargo inh cytoplasmic EGFP: second read-out of Dynein cargo inh, no call of its own (marks repeat the call); z-score; measured here: cytoplasmic GR-EGFP intensity; hits give high values
Dynein cargo inh nuclear GR-EGFP: further read-out of Dynein cargo inh, marked with its call; z-score; measured here: nuclear GR-EGFP intensity;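 lower value marks the stronger effect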
Dynein cargo inh cell count: recorded beside Dynein cargo inh, whose call it bears; z-score; measured here: cell count per field
An asterisk follows results filed as active; ? = inconclusive; / = not tested or not shown. Unless noted, no stated cut-off is given here; in the data, active means inhibition above about 50%; inactive means the rest.

entry	compound	XIAP antagonists	LYP phosphatase	Dynein cargo inh	Dynein cargo inh cytoplasmic EGFP	Dynein cargo inh nuclear GR-EGFP	Dynein cargo inh cell count	AID2073	PMI inhibitors	Siah-1 displacement	M1AAP inhibition	human PMI inhibitors	P. falciparum M17LAP
1	COCCCNC(=O)Cn1cc(C(=O)c2cccs2)c2ccccc21	-3.7%	-3%	0.056	-0.18	0.027	0.32	7%	7%	3%	-4%	6%	35%
2	Cc1onc(-c2c(F)cccc2Cl)c1C(=O)OCN1C(=O)c2ccccc2C1=O	-3.2%	-4%	0.6	-0.18	0.65	0.74	12%	8%	3%	5%	12%	0%
3	O=C(NC1CCCC1)C(c1ccc(N2CCOCC2)cc1)N(C(=O)c1ccco1)c1ccccc1F (stereo unspecified)	-3.1%	-6%	1.4	0.65	1.6	-2.1	0%	15%	-2%	/	8%	/
4	O=C(Nc1nonc1NC(=O)c1cccs1)c1cccs1	-7.3%	-4%	0.058	-0.073	0.14	0.21	5%	-15%	0%	0%	-10%	-30%
5	CC(C)(C)c1nnc2sc(SC/C(O)=C(\C#N)c3nc4ccccc4[nH]3)nn2c1=O	-12%	-7%	-0.46	-0.22	-0.11	0.41	1%	12%	-15%	14%	27%	7%
6	COc1ccc(CC(=O)c2ccc(OC)c(OC)c2C)cc1OC	-2.7%	2%	-0.29	-0.2	0.02	-0.19	0%	-6%	-3%	2%	-6%	11%
7	O=C(CCS(=O)(=O)c1ccc(Br)cc1)N1CCN(c2ccccc2)CC1	-3.2%	-3%	-0.25	-0.19	0.069	1.4	14%	19%	1%	1%	15%	-17%
8	S=c1[nH]nc(-c2cccs2)n1/N=C/c1cn(-c2ccccc2)nc1-c1cccs1	/	3%	-0.57	-0.24	0.13	0.63	6%	/	10%	1%	/	13%
9	Cc1ccccc1OCCSc1nnc(C)n1-c1ccccc1	-1.7%	-2%	-0.53	0.19	0.081	0.4	6%	5%	0%	-9%	-1%	-4%
10	N#C/C(C(=O)N1CCCC1)=C1/N=C(N)c2ccccc21	1.5%	-7%	0.84	-0.28	0.21	-0.95	1%	-12%	5%	12%	-10%	25%
11	COC(=O)c1sccc1NC(=S)NCc1ccc(Cl)cc1	/	0%	-0.89	-0.18	-0.058	1.2	-14%	/	13%	-1%	/	3%
12	COC(=O)c1ccc(CNC(=O)COC(=O)C2CCC(C(C)(C)C)CC2)cc1 (stereo unspecified)	-2.5%	-2%	0.25	-0.23	0.18	0.14	10%	8%	3%	2%	0%	0%
13	O=C(CCn1cnnn1)Nc1ccccc1F	-8.5%	0%	-0.64	-0.33	-0.33	1.1	5%	-8%	2%	3%	-9%	-2%
14	Cc1ccc(S(=O)(=O)NCC2CCC(C(=O)O)CC2)cc1 (stereo unspecified)	-5.3%	-2%	0.029	-0.24	0.15	-0.27	5%	7%	1%	1%	8%	16%
15	CC(C)Cn1c(N)c(C(=O)COC(=O)c2ccccc2F)c(=O)n(C)c1=O	-5.3%	-4%	2.5	-0.19	1.2	-1	2%	10%	1%	6%	6%	-10%
16	COc1cc(-c2noc(-c3cccc(Cl)c3)n2)cc(OC)c1OC	-8.9%	0%	-1.5	-0.24	-0.9	0.76	9%	3%	0%	-2%	-1%	-4%
17	COC(=O)[C@H](C)[C@H]1C[C@]1(C)[C@H](NC(=O)OCc1ccccc1)c1ccccc1	-14%	-1%	1.3	-0.2	0.94	0.28	-4%	12%	-7%	-7%	6%	3%
18	CCOC(=O)Cc1csc(NS(=O)(=O)c2ccc(SC)cc2)n1	-3.4%	7%	-0.21	-0.22	-0.098	0.18	8%	0%	-1%	6%	3%	2%
19	Cc1ccc(S(=O)(=O)NNC(=O)c2ccc(O)cc2)cc1	-6.0%	-8%	0.98	-0.13	0.52	-0.81	22%	-15%	-3%	-3%	-13%	16%
20	Clc1ccc2c(N/N=C/c3ccccc3Br)ccnc2c1	-15%	-6%	-0.4	-0.27	-0.54	0.14	6%	-6%	0%	3%	-10%	6%
21	COc1ccccc1NC(=O)CSc1ccc2nnc(-c3ccncc3)n2n1	-2.1%	8%	1.1	-0.018	0.76	-1.1	4%	-5%	-2%	-2%	2%	-3%
22	Cn1c(N)c(C(=O)N/N=C/c2ccccc2)sc1=S	/	-2%	0.15	-0.21	0.5	0.23	20%	/	1%	0%	/	12%
23	O=[N+]([O-])c1ccc(O)c(C=Nc2cccc3ncccc23)c1	-5.7%	-1%	0.32	-0.16	0.34	-0.4	-6%	18%	7%	11%	52%*	3%
24	COc1ccc(Cc2nnc(SCc3nc4ccccc4c(=O)[nH]3)o2)cc1	-7.9%	2%	-0.59	-0.2	-0.34	-0.12	7%	12%	-4%	4%	13%	10%
25	COc1ccccc1Oc1ccccc1[N+](=O)[O-]	/	-4%	0.46	-0.23	0.0028	0.26	1%	/	-4%	-3%	/	1%
26	Cc1ccc(SCc2noc(-c3c(C)noc3C)n2)cc1	/	1%	1.2	-0.21	1.1	-0.82	14%	/	8%	/	/	/
27	COc1ccc(-c2nn(CCC#N)cc2C=C(C#N)C#N)cc1	/	0%	-2.2	0.16	-0.95	0.51	8%	/	14%	10%	/	23%
28	Cc1nnc(NC(=O)c2csc3c2CCCC3)s1	-6.6%	2%	-0.93	-0.21	-0.61	0.51	4%	5%	5%	-2%	-7%	40%
29	Cc1nc(Cl)nc(N(C)c2ccccc2)c1[N+](=O)[O-]	/	-8%	-2.7	0.16	-1.3	0.039	3%	/	-3%	3%	/	6%
30	CCN1CCN(C(=O)c2ccc(CS(=O)(=O)Cc3ccccc3F)o2)CC1	-4.0%	-5%	0.62	5	0.92	-1.9	7%	-3%	-1%	3%	-2%	12%
31	Cc1ccc(C(c2c(C)[nH][nH]c2=O)c2c(C)[nH][nH]c2=O)cc1[N+](=O)[O-]	-14%	-2%	0.8	-0.2	0.48	-0.67	2%	18%	4%	7%	19%	18%
32	CC(C)c1cc(CNC(=O)CCc2nnc(CCCc3ccccc3)o2)on1	-3.3%	-1%	-0.37	-0.22	-0.28	0.19	7%	/	-1%	7%	/	-4%
33	O=c1[nH]cc(NCCNc2ncc(C(F)(F)F)cc2Cl)c(=O)[nH]1	-5.2%	-6%	-0.56	-0.31	-0.18	0.86	10%	2%	-4%	-4%	5%	3%
34	NS(=O)(=O)c1ccc(CCNS(=O)(=O)c2cccc(C(=O)O)c2)cc1	/	-8%	1.2	-0.27	0.55	-0.61	9%	/	-5%	-3%	/	1%
35	CS(=O)(=O)N(Cc1nnc(-c2cccs2)o1)c1ccc(Cl)cc1F	-3.1%	-2%	0.045	-0.34	0.19	0.23	-1%	-4%	-5%	-1%	-9%	-4%
36	Cc1ccc(Sc2ccc(/C=N/O)cc2[N+](=O)[O-])cc1	-4.4%	4%	-0.26	-0.19	0.15	0.49	0%	18%	-4%	3%	12%	-8%
37	CC1CCN(CCCNC(=O)c2ccc(Cn3c(=S)[nH]c4ccc(Br)cc4c3=O)cc2)CC1	9.0%	-9%	0.66	-0.16	0.38	0.39	?	-11%	-4%	1%	-1%	1%
38	Cc1ccccc1CSCC(=O)NCCSc1ccccn1	-1.0%	-3%	1.4	-0.27	0.55	-0.27	-9%	-9%	-1%	1%	-4%	-13%
39	CC1CCC(NC(=O)Cn2cc3c(n2)CCCC3)CC1 (stereo unspecified)	-2.9%	-4%	-0.76	-0.24	-0.32	0.095	22%	-2%	2%	0%	4%	-3%
40	CCOC(=O)c1c(-c2ccc(F)cc2)csc1NC(=O)c1c(-c2ccccc2)noc1C	-3.7%	2%	0.28	-0.27	0.045	-0.1	28%	15%	2%	0%	15%	-3%
41	O=C(COC(=O)c1cncc(Br)c1)NCc1ccco1	-1.3%	-5%	-1.2	-0.15	-0.59	1	19%	-8%	3%	6%	-9%	3%
42	Cc1ccc(S(=O)(=O)NC(=O)NCCCCNC(=O)NS(=O)(=O)c2ccc(C)cc2)cc1	-2.7%	-1%	-0.49	-0.25	-0.2	1.7	-8%	-6%	-2%	1%	-9%	23%
43	COC(=O)C1C2C=CC3(CN(c4cccc(Cl)c4)C(=O)C13)O2 (stereo unspecified)	0.1%	-11%	0.72	-0.21	0.7	-0.021	9%	-5%	2%	0%	-4%	-2%
44	CCOc1cc(NC(=O)c2ccccc2C)c(OCC)cc1NC(=O)C1=Cc2ccccc2OC1	-1.5%	6%	0.72	-0.23	0.24	0.35	6%	12%	9%	-2%	10%	-1%
45	Cc1cccc(N(CC(=O)NC2CCCCC2)C(=O)c2c(C)noc2C)c1	-2.6%	-4%	0.045	-0.29	0.33	0.23	-2%	9%	-2%	0%	11%	-8%
46	O=C(c1ccccc1OCc1ccccc1Br)N1CCN(c2ncccn2)CC1	-5.2%	-7%	0.35	-0.2	0.4	-0.57	-1%	7%	-4%	11%	14%	-3%

Of the compounds above, 2 contain a COOH group.
entry	compound	XIAP antagonists	LYP phosphatase	Dynein cargo inh	Dynein cargo inh cytoplasmic EGFP	Dynein cargo inh nuclear GR-EGFP	Dynein cargo inh cell count	AID2073	PMI inhibitors	Siah-1 displacement	M1AAP inhibition	human PMI inhibitors	P. falciparum M17LAP
14	Cc1ccc(S(=O)(=O)NCC2CCC(C(=O)O)CC2)cc1 (stereo unspecified)	-5.3%	-2%	0.029	-0.24	0.15	-0.27	5%	7%	1%	1%	8%	16%
34	NS(=O)(=O)c1ccc(CCNS(=O)(=O)c2cccc(C(=O)O)c2)cc1	/	-8%	1.2	-0.27	0.55	-0.61	9%	/	-5%	-3%	/	1%

Screens: PubChem, several laboratories
